FEN1 inhibitor: blocks human flap endonuclease 1; Recombinant FEN1 flap cleavage, fluorescence, 15 min; 390,000 compounds, 0.35% hits; Potency, µM (titrated, usually from 114 µM), without a hit: top-dose activity change, negative = inhibition, usual class: inhibitors; P39748; note: nearly all actives have a fitted effect of over 65% in size
Target sequence (P39748 whole entry, looked up): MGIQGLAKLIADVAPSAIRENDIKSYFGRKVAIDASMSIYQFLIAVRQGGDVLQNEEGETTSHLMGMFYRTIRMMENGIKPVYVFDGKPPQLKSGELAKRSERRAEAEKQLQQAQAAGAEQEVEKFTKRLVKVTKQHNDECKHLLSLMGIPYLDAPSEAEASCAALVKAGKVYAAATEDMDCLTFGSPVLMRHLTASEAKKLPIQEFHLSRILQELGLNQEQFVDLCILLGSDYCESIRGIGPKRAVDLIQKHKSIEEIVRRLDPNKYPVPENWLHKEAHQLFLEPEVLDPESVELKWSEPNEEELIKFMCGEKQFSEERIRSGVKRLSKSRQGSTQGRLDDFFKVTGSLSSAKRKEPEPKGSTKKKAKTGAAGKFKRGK
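With each library titrated from low to high concentration, compounds met 10 nM FEN1 for 15 min at room temperature before 50 nM substrate was added; readings at 0 and 15 min fed four-parameter Hill curve fits.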
TDP1 inh: blocks human tyrosyl-DNA phosphodiesterase 1; Q9NUW8; recombinant TDP1, AlphaScreen DNA substrate cleavage; Potency, µM (top dose mostly 130 µM), for the others: at the top dose activity change, negative = inhibition, most hits filed as inhibitors; 350,000 compounds, 0.28% hits; AID 485290; note: nearly all actives have a fitted effect of over 40% in size
Target sequence (Q9NUW8 whole entry, looked up): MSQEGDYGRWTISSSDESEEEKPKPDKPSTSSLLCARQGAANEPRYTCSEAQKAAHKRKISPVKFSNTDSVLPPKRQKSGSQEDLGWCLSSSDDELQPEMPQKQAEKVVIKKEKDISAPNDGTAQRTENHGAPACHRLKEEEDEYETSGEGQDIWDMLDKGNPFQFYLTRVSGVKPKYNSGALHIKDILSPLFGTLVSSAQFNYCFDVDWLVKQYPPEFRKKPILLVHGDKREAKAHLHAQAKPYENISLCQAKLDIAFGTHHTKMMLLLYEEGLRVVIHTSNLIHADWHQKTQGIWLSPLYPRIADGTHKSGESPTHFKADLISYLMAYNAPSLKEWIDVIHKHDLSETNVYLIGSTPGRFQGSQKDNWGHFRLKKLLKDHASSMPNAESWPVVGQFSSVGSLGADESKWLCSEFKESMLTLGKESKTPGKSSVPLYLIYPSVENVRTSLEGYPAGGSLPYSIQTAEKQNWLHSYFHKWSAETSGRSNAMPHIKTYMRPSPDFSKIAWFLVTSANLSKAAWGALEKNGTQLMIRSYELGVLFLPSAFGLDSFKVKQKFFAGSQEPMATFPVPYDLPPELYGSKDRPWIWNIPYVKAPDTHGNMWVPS
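Recombinant human Tdp1 (E. coli-expressed, 1 nM final) preincubated with compounds 15 min at room temperature, then 5'-biotin/3'-phosphotyrosine-FITC DNA substrate (15 nM final) added for 5 min. AlphaScreen beads (10 ug/ml final) added 10 min; cleavage lowers signal.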
N370S GC: inhibitors or activators of N370S glucocerebrosidase for Gaucher disease; P04062; 330,000 compounds, 0.092% hits; N370S GC spleen homogenate, 4MU-glucoside fluorescence; Potency, µM (titrated, usually from 59.4 µM), for inactives: top-dose activity change, negative = inhibition, hits mostly inhibitors;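 note: 0% = full enzyme activity and -100% = no enzyme basal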
The depositor's hits bear a star; ? = inconclusive; . = not tested or not shown; & = joins results of further samples; [ ] = remark or other dose. Calls come from the whole dose curve; as a rule, active = well fitted curve in the direction sought with a large enough effect; inconclusive = small, poorly fitted or top-dose-only effect, or another doubt; inactive = no such curve, though single readings can be large; an effect the other way counts as inactive or inconclusive. Unless noted, % is set by controls: 0 for no effect and ±100 for the full control effect; potency is the fitted concentration of half-maximal effect. Some of the compounds tested; rates above refer to the full screens.

| No. | Structure | N370S GC | TDP1 inh | FEN1 inhibitor |
| --- | --- | --- | --- | --- |
| 1 | Cc1ccc(OCC(=O)N2CCN(Cc3ccc4c(c3)OCO4)CC2)cc1C | -11% | -1% | 9% |
| 2 | CC(=O)OCC(N)C(=O)c1ccccc1 (stereo not drawn) | 1% | 1% | . |
| 3 | O=c1[nH]c(=S)n(C2CC2)c(O)c1C=NCCc1ccccc1 | -11% | -4% | 7% |
| 4 | COc1ccccc1CCNC1CCC(C)CC1 (stereo not drawn) | 13% | -11% | 6% |
| 5 | ClC(Cl)=C(Cl)C(Cl)=C(Cl)Cl | -5% | 14% | . |
| 6 | CN(CC1COc2ccccc2O1)c1nc(-c2cccnc2)nc2ccccc12 (stereo not drawn) | 13%[2.35 µM] | 8% | 4% |
| 7 | CC1(C)C(=O)C=C[C@]2(C)[C@H]3CC[C@@]4(C)[C@H](c5ccoc5)OC(=O)[C@H]5O[C@]54[C@]3(C)[C@H](O)C[C@@H]12 | -1% | 3% | 0% |
| 8 | C[C@H](N)Cc1c[nH]c2ccc(O)cc12 | 1% | 12%[56.1 µM] | . |
| 9 | O=C(CCl)c1ccc(Cl)cc1Cl | 8% | 7% | . |
| 10 | CCN1CCC(N(C)C2CCCCC2)CC1 | 1% | . | 7% |
| 11 | CN(C)/C=C/C(=O)C(Cl)(Cl)Cl | 3% | . | 15% |
| 12 | Cc1c(C)c2ccc(OCC(=O)N3C[C@H]4C[C@@H](C3)c3cccc(=O)n3C4)cc2oc1=O | 0% | . | 0% |
| 13 | COc1ccc(CNCCc2ccccc2F)c(OC)c1C | -2% | . | 6% |
| 14 | COc1ccc(C(CNC(=O)Cc2ccc(Cl)c(Cl)c2)N2CCCCC2)cc1 (stereo not drawn) | -13% | 4% | -3% |
| 15 | C=CC[C@@H](C)CC(=O)C(CCCN=[N+]=[N-])SOOc1ccccc1 (stereo partly drawn) | -3% | -7% | 7% |

Part of the list above, with two lines to a compound:
Under each structure: N370S GC, TDP1 inh, FEN1 inhibitor
(5) ClC(Cl)=C(Cl)C(Cl)=C(Cl)Cl
  -5%, 14%, .
(6) CN(CC1COc2ccccc2O1)c1nc(-c2cccnc2)nc2ccccc12 (stereo not drawn)
  13%[2.35 µM], 8%, 4%
(7) CC1(C)C(=O)C=C[C@]2(C)[C@H]3CC[C@@]4(C)[C@H](c5ccoc5)OC(=O)[C@H]5O[C@]54[C@]3(C)[C@H](O)C[C@@H]12
  -1%, 3%, 0%
(8) C[C@H](N)Cc1c[nH]c2ccc(O)cc12
  1%, 12%[56.1 µM], .
(9) O=C(CCl)c1ccc(Cl)cc1Cl
  8%, 7%, .

Carrying on:
| No. | Structure | N370S GC | TDP1 inh | FEN1 inhibitor |
| --- | --- | --- | --- | --- |
| 16 | CC(=O)c1cccc(NC(=O)N2C[C@H]3C[C@@H](C2)c2cccc(=O)n2C3)c1 | -9% | . | 0% |
| 17 | CN1C(=O)CN=C(c2ccccc2)c2cc([N+](=O)[O-])ccc21 | -14% | 0%&3% | . |
| 18 | O=C(CC[N+](=O)[O-])OCC1OC(O)C(OC(=O)CC[N+](=O)[O-])[C@@H](OC(=O)CC[N+](=O)[O-])C1OC(=O)CC[N+](=O)[O-] (stereo partly drawn) | -11% | 12%[56.1 µM] | . |
| 19 | CCCOc1ccccc1NP(=O)(Oc1ccccc1)Oc1ccccc1 | ? | . | -4% |
| 20 | FC(F)(F)c1cccc(N2CCNCC2)c1 | -12%&-18%&2% | -2% | . |
| 21 | C=CCN1C(=O)C2(C(C(=O)OC)=C(N)Oc3c2c(=O)oc2ccccc32)c2ccccc21 (stereo not drawn) | . | 2% | -5% |
| 22 | O=C1NC(=O)C(=Cc2coc3ccc(O)cc3c2=O)C(=O)N1 | -28% | . | -24% |
| 23 | CC(=O)c1ccccc1NC(=O)C1C2CCC(O2)C1C(=O)O (stereo not drawn) | 3% | -3% | . |
| 24 | CCC(CC)N1CCN(Cc2nc3ccccc3c(=O)n2-c2ccc(F)cc2)CC1 | -4% | . | 17% |
| 25 | O=C(CCCn1c(=O)[nH]c2cc(Cl)ccc2c1=O)N1CCC2(CC1)OCCO2 | 11% | 0% | 5% |
| 26 | C=C(C)CN1CC[C@]23c4c5ccc(O)c4O[C@H]2c2[nH]c4ccccc4c2C[C@@]3(O)C1C5 | -3% | 3% | . |
| 27 | O=C(CN1CCCC1)Nc1ccc(Cl)cc1C(=O)c1ccccc1 | -1% | 0% | 0% |
| 28 | Cc1cccc(N2C(=O)NC(=O)/C(=C\c3cc(C)n(-c4sc5c(c4C#N)CCCC5)c3C)C2=O)c1C | 11% | -8% | -31% |
| 29 | C=C[C@@H]1C[C@@]1(C)[C@@H](NP(=O)(c1ccccc1)c1ccccc1)c1ccccc1 | ? | 1%&0% | 21% |
| 30 | C=Cn1ccnc1P(=S)(c1c(C)nn(-c2ccccc2)c1C)c1nccn1C=C | 10% | 5% | -6% |
| 31 | Cc1ccc2c(c1)C1CN(C)CCC1N2C(=O)Nc1cccc(C(F)(F)F)c1 (stereo not drawn) | -14% | 2% | -11% |
| 32 | Cc1ccc(S(=O)(=O)N2CCCCC2)cc1NC(=O)CSc1ncnc2ccccc12 | ? | 8% | 27% |
| 33 | CCCCCCCCCCCCCC(=O)O[C@@H]1[C@@H](C)[C@@]2(O)[C@H](C=C(CO)C[C@]3(O)C(=O)C(C)=C[C@@H]23)[C@@H]2C(C)(C)C12OC(C)=O (stereo partly drawn) | -15% | 16% | . |
| 34 | COC(=O)C(NC(=S)N1CC2C[C@@H](C1)Cn1c2cccc1=O)C(C)C (stereo partly drawn) | -5% | . | 2% |
| 35 | CCc1cc(=O)oc2cc(OCC(=O)N3C[C@H]4C[C@@H](C3)c3cccc(=O)n3C4)c(Cl)cc12 | 10% | . | -15% |
| 36 | O=C1C=Cc2ccccc2C1=O | -8% | -11% | . |
| 37 | O=C(c1ccc(N2CC3CC(C2)c2cccc(=O)n2C3)c([N+](=O)[O-])c1)N1CCCC1 (stereo not drawn) | -19% | 4% | 2% |
| 38 | CCn1cc2nc(SCc3cccc(C(F)(F)F)c3)n(Cc3ccc(OC)cc3)c(=O)c2n1 | . | 3% | ? |
| 39 | O=C(COc1ccccc1Cl)N1CCN(CCc2ccncc2)CC1 | . | 5% | 1% |
| 40 | NC[C@H](CC(=O)O)c1ccc(Cl)cc1 | 1% | 15%[56.1 µM] | . |
| 41 | CCOc1cc(C2NCc3ccccc3-n3cccc32)ccc1O (stereo not drawn) | 0% | 4% | -5% |
| 42 | COc1ccc(CNCCc2ccc(Cl)cc2Cl)cc1 | -2% | 1% | 2% |
| 43 | COc1ccc(N2C(=O)NC(=O)/C(=C/c3ccc([N+](=O)[O-])s3)C2=O)cc1 | -15% | -2% | ? |
| 44 | CCOc1ccc(Cl)cc1CNCCc1ccccc1F | -15% | -1% | 3% |
| 45 | CN1CCN(CC#CCOc2ccc(Cl)cc2)CC1 | 6% | . | -17% |

Retrieved by compound from above (5):
| No. | Structure | N370S GC | TDP1 inh | FEN1 inhibitor |
| --- | --- | --- | --- | --- |
| 37 | O=C(c1ccc(N2CC3CC(C2)c2cccc(=O)n2C3)c([N+](=O)[O-])c1)N1CCCC1 (stereo not drawn) | -19% | 4% | 2% |
| 29 | C=C[C@@H]1C[C@@]1(C)[C@@H](NP(=O)(c1ccccc1)c1ccccc1)c1ccccc1 | ? | 1%&0% | 21% |
| 25 | O=C(CCCn1c(=O)[nH]c2cc(Cl)ccc2c1=O)N1CCC2(CC1)OCCO2 | 11% | 0% | 5% |
| 23 | CC(=O)c1ccccc1NC(=O)C1C2CCC(O2)C1C(=O)O (stereo not drawn) | 3% | -3% | . |
| 45 | CN1CCN(CC#CCOc2ccc(Cl)cc2)CC1 | 6% | . | -17% |

(continued)
| No. | Structure | N370S GC | TDP1 inh | FEN1 inhibitor |
| --- | --- | --- | --- | --- |
| 46 | Cc1cccc(CN2C(=O)CN=C(c3ccccc3)c3cc(Cl)ccc32)c1 | . | 5% | -3% |
| 47 | CC(=O)[C@@H]1CC[C@H]2[C@H]3CC[C@H]4C[C@@H](O)CC[C@]4(C)[C@@H]3C(=O)C[C@@]12C | 12%[21.6 µM] | 9%[21 µM] | . |
| 48 | COC(=O)C(=O)N1CC2(C)CNCC(C)(C1)C2=O | -2% | 4% | 4% |
| 49 | CC1(C)CC(N(CCc2ccccc2)Cc2ccccc2)CCO1 (stereo not drawn) | -5% | . | -9% |
| 50 | CC(C)N1CCN(Cc2ccc3c(c2)OCCO3)CC1CCO (stereo not drawn) | 8% | 1% | 3% |
| 51 | COCCCn1c(N)c(C(=O)Nc2ccccc2)c2nc3ccccc3nc21 | ? | 5% | -16% |
| 52 | Cc1cccc(C)c1NC(=O)c1cccn(Cc2ccc3c(c2)OC(F)(F)O3)c1=O | 19% | 0% | -15% |
| 53 | Cc1cccc(NC(N)=S)c1 | -3% | 2% | 9% |
| 54 | CC1=C(O)C(=O)C=C2C1=CC=C1[C@]2(C)CC[C@@]2(C)C3C[C@](C)(C(=O)O)CC[C@@]3(C)CC[C@@]12C (stereo partly drawn) | -17% | 12% | . |
| 55 | O=C(Nc1ccccc1)OC1CN=C(N[N+](=O)[O-])NC1 (stereo not drawn) | 2% | 5% | 2% |
| 56 | CC1=NN(Cc2c[nH]c3ccccc23)C(C)(C)C1 | -26% | 11% | -13% |
| 57 | Cc1nonc1-c1nc(-c2nonc2N)n[nH]1 | -5% | 0% | -3% |
| 58 | CCOC(=O)c1sc(/N=C/c2c(O)n(-c3ccccc3)c(=O)[nH]c2=O)c(C#N)c1C | 6% | 0% | -2% |
| 59 | CCOC(=O)c1c(C)[nH]c(C(=O)C(C)N2CCCC2)c1C (stereo not drawn) | -2% | 3% | 5% |
| 60 | CC1(C)Cc2c(sc3c2C(=O)NC(c2cccnc2)N3)CO1 (stereo not drawn) | 8% | 4% | -11% |
| 61 | CCOC(=O)c1[nH]ncc1CN1CCCC(C(=O)c2cccc(Cl)c2)C1 (stereo not drawn) | -4% | . | -1% |
| 62 | COc1cc2[nH]c(=O)n(-c3ccccc3)c(=O)c2cc1OC | 13% | 2% | -2% |
| 63 | C[C@@]12CCC(Cl)C[C@H]1CCC1C2CC[C@]2(C)C(=O)CCC12 (stereo partly drawn) | -1% | -3%[56.1 µM] | . |
| 64 | COC(=O)C1=C(c2c(C)noc2C)C[C@@H]2CC[C@H]1N2C(=O)NC1CCCCC1 | . | 0% | 3% |
| 65 | c1ccc(C2=NP(N3CCOCC3)(N3CCOCC3)=NC(N3CCOCC3)=N2)cc1 | 5%[2.35 µM] | 4% | . |
| 66 | O=c1[nH]c(=O)n(Cc2ccco2)c(O)c1/C=N/N1CCCCCC1 | 4% | -6% | -3% |
| 67 | O=C1CCN(C(=O)CNC(=O)Cc2ccccc2)CC1 | 1% | 0% | 43%[activator] |
| 68 | C=CCBr | -6% | 13% | . |
| 69 | CSC1=NP(=S)(SC)N2CCCC2=C1C#N (stereo not drawn) | 4% | 3% | -17% |
| 70 | CC(=O)[C@H]1CC[C@H]2C3CC[C@H]4C[C@H](O)CC[C@]4(C)C3CC[C@]12C (stereo partly drawn) | 7% | 11% | . |
| 71 | Cc1[nH]c2c(Cl)cccc2c1CCN | -2% | 1% | -2% |
| 72 | O=c1[nH]c(=O)n(Cc2ccc(F)cc2)c(O)c1C=NCC1CCCO1 (stereo not drawn) | -8% | 6% | -1% |
| 73 | CCOC(=O)c1c(C=O)c2ccccc2n1Cc1ccccc1 | 3% | . | -16% |
| 74 | O=c1[nH]c(CN2CC=C(c3ccccc3)CC2)nc2cc(C(F)(F)F)ccc12 | -14% | -1% | -2% |
| 75 | C[C@H]1CCCC(=O)CCCCCc2cc(O)cc(O)c2C(=O)O1 | 15% | -5% | -12% |
| 76 | C=CCN1CCC2(C)c3cc(O)ccc3C[C@H]1[C@H]2C | 10% | 9%[56.1 µM] | . |
| 77 | CCCCCCCCCCCCCC(=O)O[C@@H]1[C@@H](C)[C@@]2(O)[C@@H](C=C(CO)C[C@@]3(O)C(=O)C(C)=C[C@@H]23)C2C(C)(C)[C@@]21OC(C)=O (stereo partly drawn) | 3% | 5%[56.1 µM] | . |

An excerpt from above, reduced to FEN1 inhibitor and N370S GC:
| No. | smiles | FEN1 inhibitor | N370S GC |
| --- | --- | --- | --- |
| 69 | CSC1=NP(=S)(SC)N2CCCC2=C1C#N (stereo not drawn) | -17% | 4% |
| 70 | CC(=O)[C@H]1CC[C@H]2C3CC[C@H]4C[C@H](O)CC[C@]4(C)C3CC[C@]12C (stereo partly drawn) | . | 7% |
| 71 | Cc1[nH]c2c(Cl)cccc2c1CCN | -2% | -2% |
| 72 | O=c1[nH]c(=O)n(Cc2ccc(F)cc2)c(O)c1C=NCC1CCCO1 (stereo not drawn) | -1% | -8% |
